# NadD block – NadD (S. aureus) enzyme inhibition; purified NadD enzyme, colorimetric absorbance read-out; inhibition, % at 20 µM; 0.78% of 360,000 active; AID 602399; in the data active = inhibition above about 26%; also: some compounds past the cut are filed as inactive
# Rin1-Abl PPI inh – blocks binding of human Rin1 to Abl | TR-FRET Rin1/Abl binding, biochemical | inhibition, % at 7.35 µM | 0.4% of 360,000 active; in the data active = inhibition above about 5%, passing the limit was not always enough
# PABP1 MLLE inh – blocks PAM2 peptide binding to the PABP1 MLLE domain. 0.36% of 360,000 active. GST-MLLE / FITC-PAM2 fluorescence polarization. inhibition, % at 20 µM; in the data active = inhibition above about 35%, passing the limit was not always enough;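 also: plate controls were DMSO wells with GST-MLLE for no effect and wells lacking GST-MLLE protein for full effect; some results filed as inactive read as strong as hits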
# MT1-MMP act inh – blocks activation of human MT1-MMP; P50281; 0.061% of 360,000 active; HT1080 RFP-PRO-GFP cells, GFP/RFP ratio fluorescence, overnight; percent of plate control window, DMSO zero; GFP/RFP ratio change, % at 20 µM;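 active = GFP/RFP ratio change of at least 30% with cell ATP level not reduced by more than half and red fluorescence within 50% of control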; also: strong numbers were not always called active
#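 Compound: 20 µM single dose, 1% DMSO / System: HT1080 RFP-PRO-GFP cells / Controls: DMSO and RFP-L50D-GFP cell wells / Read-out basis: GFP/RFP fluorescence ratio / Schedule: overnight compound exposure at 37 °C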
# SKN-1 block – C. elegans SKN-1 inhibition | 0.49% of 360,000 active | inhibition, % at 21.8 µM | AID 624304 | C. elegans VP596 Pgst-4::GFP/RFP ratio, acrylamide-induced, 24 h;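 active = interference check ratio from 0.5 to 1.5 plus GFP to RFP signal ratio inhibition reaching or exceeding a fixed threshold, cut at about 30% in these data, passing the limit was not always enough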; also: some compounds called inactive have numbers as strong as hits
# Rpn11 inh – inhibitors of human proteasome Rpn11; 0.59% of 360,000 active; human 26S proteasome, Ub4-pepOG fluorescence polarization; 20S core pre-blocked with epoxomicin; calls only at 20 µM; O00487;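 active = inhibition at 20 µM, scaled to each plate's controls, above about 33%, limit read from the data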
# FAS-TE inh – FAS thioesterase (human) inhibition. P49327. inhibition, % at 15 µM. AID 602261. recombinant FAS-TE, OMFH fluorogenic substrate, fluorescence endpoint. 0.67% of 360,000 active;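 active = compounds whose normalised, plate-corrected inhibition of enzyme fluorescence in the single-dose primary screen is 50% or more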;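 also: 0% = DMSO with enzyme and 100% = substrate without enzyme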
# Target sequence (P49327 whole entry, looked up): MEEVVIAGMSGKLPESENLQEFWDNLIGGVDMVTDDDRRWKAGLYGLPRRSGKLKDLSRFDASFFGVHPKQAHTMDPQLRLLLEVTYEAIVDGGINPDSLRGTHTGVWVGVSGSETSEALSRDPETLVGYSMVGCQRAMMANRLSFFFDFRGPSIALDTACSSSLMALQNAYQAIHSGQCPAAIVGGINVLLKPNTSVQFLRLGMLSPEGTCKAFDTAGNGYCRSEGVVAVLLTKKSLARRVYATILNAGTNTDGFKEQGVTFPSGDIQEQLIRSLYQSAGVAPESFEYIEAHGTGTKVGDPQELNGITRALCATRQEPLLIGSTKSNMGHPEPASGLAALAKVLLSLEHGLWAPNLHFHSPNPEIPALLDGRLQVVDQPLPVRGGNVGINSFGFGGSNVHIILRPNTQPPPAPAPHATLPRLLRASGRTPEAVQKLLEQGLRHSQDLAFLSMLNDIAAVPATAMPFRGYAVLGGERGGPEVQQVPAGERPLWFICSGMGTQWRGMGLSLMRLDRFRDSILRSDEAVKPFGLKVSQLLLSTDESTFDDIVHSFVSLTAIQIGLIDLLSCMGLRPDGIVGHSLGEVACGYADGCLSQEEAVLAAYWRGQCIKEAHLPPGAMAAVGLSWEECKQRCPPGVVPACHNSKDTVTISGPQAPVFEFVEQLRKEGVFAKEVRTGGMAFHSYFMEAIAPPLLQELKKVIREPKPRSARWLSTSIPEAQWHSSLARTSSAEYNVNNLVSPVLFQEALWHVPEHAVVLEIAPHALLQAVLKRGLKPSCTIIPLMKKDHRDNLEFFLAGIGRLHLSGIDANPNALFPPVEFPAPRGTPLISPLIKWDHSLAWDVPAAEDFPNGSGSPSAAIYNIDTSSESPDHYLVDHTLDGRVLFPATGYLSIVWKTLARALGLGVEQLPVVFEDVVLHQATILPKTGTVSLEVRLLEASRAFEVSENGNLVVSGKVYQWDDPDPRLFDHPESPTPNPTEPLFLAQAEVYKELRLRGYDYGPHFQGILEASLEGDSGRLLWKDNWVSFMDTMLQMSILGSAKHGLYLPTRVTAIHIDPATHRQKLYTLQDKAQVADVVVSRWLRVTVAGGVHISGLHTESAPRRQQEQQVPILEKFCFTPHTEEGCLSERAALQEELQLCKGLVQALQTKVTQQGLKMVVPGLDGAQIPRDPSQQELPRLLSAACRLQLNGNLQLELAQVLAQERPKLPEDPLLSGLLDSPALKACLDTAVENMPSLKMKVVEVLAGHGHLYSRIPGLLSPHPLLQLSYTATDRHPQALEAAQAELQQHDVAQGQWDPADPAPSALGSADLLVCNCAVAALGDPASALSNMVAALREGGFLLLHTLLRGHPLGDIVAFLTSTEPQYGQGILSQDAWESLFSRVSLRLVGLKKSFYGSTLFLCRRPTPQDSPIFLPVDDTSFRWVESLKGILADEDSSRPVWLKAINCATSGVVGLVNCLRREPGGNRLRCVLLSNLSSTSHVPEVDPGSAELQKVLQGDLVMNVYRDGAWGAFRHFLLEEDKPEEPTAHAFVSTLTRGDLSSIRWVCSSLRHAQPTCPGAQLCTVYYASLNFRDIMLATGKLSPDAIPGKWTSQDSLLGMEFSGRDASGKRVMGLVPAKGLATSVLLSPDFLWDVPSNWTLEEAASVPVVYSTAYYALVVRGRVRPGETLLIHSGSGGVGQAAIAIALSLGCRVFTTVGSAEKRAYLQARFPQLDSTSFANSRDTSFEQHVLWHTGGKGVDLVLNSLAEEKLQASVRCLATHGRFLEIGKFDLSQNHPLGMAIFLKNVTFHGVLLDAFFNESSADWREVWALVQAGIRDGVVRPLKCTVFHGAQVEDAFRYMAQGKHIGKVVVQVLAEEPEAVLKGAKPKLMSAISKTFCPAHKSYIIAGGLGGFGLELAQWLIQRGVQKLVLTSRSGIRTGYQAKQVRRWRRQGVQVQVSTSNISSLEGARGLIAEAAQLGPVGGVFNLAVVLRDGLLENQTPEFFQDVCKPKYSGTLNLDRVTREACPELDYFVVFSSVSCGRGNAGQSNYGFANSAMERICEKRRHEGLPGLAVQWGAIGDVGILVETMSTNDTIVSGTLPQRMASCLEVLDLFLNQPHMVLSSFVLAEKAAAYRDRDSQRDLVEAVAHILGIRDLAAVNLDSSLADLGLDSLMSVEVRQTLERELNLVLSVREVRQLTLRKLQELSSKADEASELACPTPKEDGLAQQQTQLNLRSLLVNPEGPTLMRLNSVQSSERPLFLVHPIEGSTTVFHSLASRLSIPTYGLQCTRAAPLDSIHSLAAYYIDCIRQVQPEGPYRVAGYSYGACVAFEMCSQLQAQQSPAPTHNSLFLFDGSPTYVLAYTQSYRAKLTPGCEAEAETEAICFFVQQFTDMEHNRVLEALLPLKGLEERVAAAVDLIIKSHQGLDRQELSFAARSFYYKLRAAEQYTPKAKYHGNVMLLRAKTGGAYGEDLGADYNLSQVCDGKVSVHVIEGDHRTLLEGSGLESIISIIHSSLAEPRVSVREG
# Neddyl block – cullin neddylation inhibition | P61081+Q13564 | TR-FRET cullin neddylation, biochemical | calls only at 25 µM | 0.58% of 360,000 active; in the data active = inhibition above about 36%
# CSN inh – CSN deneddylation inhibition. Q92905. Purified CSN, SCF-Nedd8-OG deneddylation, fluorescence polarization. inhibition, % at 12.5 µM. 0.38% of 360,000 active. AID 651999;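 active = pattern-corrected inhibition above about 35%, with an unprinted fluorescence ratio check between 0.5 and 1.5, limit read from the data, passing the limit was not always enough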;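 also: 0% = enzyme with substrate and 100% = substrate without enzyme; some results filed as inactive read as strong as hits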
#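 Test system: Human Csn5 produced in HEK293T cells | Compound: 12.5 µM single point | Times: 90 min, room temperature | Signal: Fluorescence polarization readout | Read-out basis: % inhibition of substrate cleavage by Csn5 | Controls: no-enzyme wells high, enzyme-with-substrate wells low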
# Numbers without * were called inactive; i = inactive; . = not tested or not shown; + = active, no number. Outcome played no part in choosing rows; any-hit rate near 3.9%.
No.	compound	PABP1 MLLE inh	Neddyl block	Rpn11 inh	FAS-TE inh	Rin1-Abl PPI inh
1	O=C(NCCN1CCCc2ccccc21)C1CCC(=O)N(CCc2ccccc2)C1 (configuration not stated)	-4	i	i	-4	-1
2	CCCCNC(=O)Oc1ccc(C(=O)N2c3ccccc3NC(=O)C2C)cc1 (configuration not stated)	-10	i	i	2	2
3	O=C(NCC(O)c1ccccc1)c1ccccc1 (configuration not stated)	9	i	i	-9	1
4	Cc1c(C#N)sc(C(N)=O)c1C	12	i	i	-1	1
5	O=c1c2cc(F)ccc2sn1-c1ccccc1	19	i	i	-9	4
6	COc1ccc2c(c1)c(C(=O)N/N=C/c1ccc(Cl)cc1)c(C)n2C	-1	i	i	12	-1
7	CCc1cc(=O)oc2cc(OCC(=O)N3CC[C@@]4(O)CCCC[C@H]4C3)ccc12	-11	i	i	-1	-2
8	COc1cccc(Oc2ccc(C(F)(F)F)cc2N)c1	3	i	i	18	-4

No.	MT1-MMP act inh	SKN-1 block	CSN inh	NadD block
1	-4	16	-4	3
2	-2	-11	-1	-3
3	0	2	-3	3
4	-1	-5	0	2
5	3	21	0	5
6	3	1	-1	4
7	2	9	0	-7
8	0	2	-6	-1

# New compounds follow.
No.	compound	PABP1 MLLE inh	Neddyl block	Rpn11 inh	FAS-TE inh	Rin1-Abl PPI inh
9	Cc1oc(C)c(C(=O)Nc2ccc(CC(=O)O)cc2)c1C(=O)Nc1ccc(CC(=O)O)cc1	-17	i	i	-4	0
10	Clc1ccc(-c2nnc(NC3=NCCCCC3)o2)cc1	-1	i	i	-5	2
11	Cc1ccc(C)c(S(=O)(=O)N=Nc2c(O)[nH]c3ccccc23)c1	3	i	i	-6	-2
12	Cc1noc(NS(=O)(=O)c2ccc(NC(=O)CSc3nc4c(cc3C#N)CCC4)cc2)c1C	10	i	i	-3	-4
13	O=C1Nc2ccccc2N=C(c2ccccc2)C1N1CCOCC1 (configuration not stated)	1	i	i	-9	-1
14	CN1C(=O)CC(P(=O)(c2ccccc2)c2ccccc2)N(C)C1=O (configuration not stated)	-18	i	i	-10	0
15	Cc1ccc(C(=O)NC2CCN(CCCC(=O)c3ccc(F)cc3)CC2)cc1	8	i	i	-3	-2
16	O=C(Nc1nc2ccccc2n1CCOc1ccc(Cl)cc1)c1ccco1	-8	i	i	11	-1

No.	MT1-MMP act inh	SKN-1 block	CSN inh	NadD block
9	6	8	5	4
10	8	-12	-4	-2
11	2	-5	-8	-3
12	-7	-9	0	4
13	-3	0	-1	4
14	0	-3	1	-1
15	4	14	-2	0
16	-11	0	0	-2

# The list continues:
No.	compound	PABP1 MLLE inh	Neddyl block	Rpn11 inh	FAS-TE inh	Rin1-Abl PPI inh
17	Cc1cccc(NC(=O)C2CCCN(C(=O)Nc3ccc(F)cc3)C2)c1C (configuration not stated)	-14	i	i	-2	3
18	COc1ccc2ccccc2c1C1NC(=O)c2ccccc2N1 (configuration not stated)	3	.	i	1	2
19	COc1ccc(-c2cccc([C@H]3[C@@H]4C=CCC[C@@]4(C)C(=O)N3Cc3ccccc3)c2)cc1	4	i	i	21	1
20	O=C(CCc1ccccc1)NC(=S)Nc1ccc(S(=O)(=O)N2CCOCC2)cc1	44*	i	i	42	-2
21	COc1cc2c(cc1NC(=O)C(C)NCc1ccccc1)oc1ccccc12 (configuration not stated)	3	i	i	31	1
22	Cc1cc2c(cc1S(=O)(=O)N(C)c1ccccc1)NC(=O)CO2	-2	i	i	-5	-2
23	CC(C)C[C@H]1CN=C(Nc2ccccc2)N1CC1CCCCCC1	1	i	i	-36	5
24	O=C1CSC(=S)N1/N=C/c1ccc(O)c([N+](=O)[O-])c1	-62	i	+	6	-4

No.	MT1-MMP act inh	SKN-1 block	CSN inh	NadD block
17	1	-5	-2	-6
18	-5	5	-2	-1
19	-16	7	4	-4
20	-4	-11	0	-5
21	4	8	-13	-2
22	2	8	3	-5
23	6	-8	7	-2
24	4	6	50	6

# Going on with the list:
No.	compound	PABP1 MLLE inh	Neddyl block	Rpn11 inh	FAS-TE inh	Rin1-Abl PPI inh
25	Cc1ccc(-c2csc(/C(C#N)=C/Nc3ccccc3SC(F)(F)F)n2)cc1	-6	i	i	16	2
26	CCN(CC)c1ccc(C2N(C(=O)N3CCOCC3)CCN2S(=O)(=O)c2ccc(C)cc2)cc1 (configuration not stated)	1	i	i	-1	0
27	Cc1ccc(SCCC(=O)OCC(=O)Nc2ccc(C(N)=O)cc2)cc1	13	i	i	-10	4
28	Cn1ncc2cc3c(Nc4ccc(Cl)cc4)cccc3nc21	-5	+	i	20	-1
29	COc1ccc(CNC(=O)C(C)OC(=O)CN2C(=O)COc3ccccc32)cc1 (configuration not stated)	-2	i	i	-6	-20
30	Cc1ccc(Nc2nc(N)nc(CN3CCCCCC3)n2)cc1	-8	i	i	-6	-3
31	CC(C)[C@@H]1NC(=O)c2cc([N+](=O)[O-])cc(I)c2NCCC[C@@H](C(=O)NC(CC(=O)O)C(N)=O)NC(=O)[C@H](CO)NC1=O (some centres not stated)	-10	i	i	-10	-4
32	COc1cc(NS(=O)(=O)c2ccc(Nc3nc(-c4ccccn4)cs3)cc2)nc(OC)n1	3	i	i	0	-1

No.	MT1-MMP act inh	SKN-1 block	CSN inh	NadD block
25	2	9	3	0
26	2	0	2	-4
27	-4	3	-2	-3
28	-11	17	0	-6
29	1	-4	1	-14
30	6	-18	7	18
31	2	3	-1	-2
32	0	4	-4	10

# Further structures.
No.	compound	PABP1 MLLE inh	Neddyl block	Rpn11 inh	FAS-TE inh	Rin1-Abl PPI inh
33	C=CCNC(=O)C(=O)NCCCN1CCOCC1	-2	i	i	-7	2
34	Cc1cccc(OC(=O)c2ccc3c(=O)n4c(nc3c2)CCC4)c1	-8	i	i	6	-3
35	CCOC(=S)SCc1cn2ccc(C)cc2n1	22	i	i	-7	-1
36	Cc1ccc(-c2cnc(C(O)c3ccc(Cl)cc3C)[nH]2)cc1 (configuration not stated)	9	i	i	1	2
37	COC(=O)c1ccc(NC(=O)C(=O)N2CCCC2)cc1	-1	i	i	-10	-5
38	Cc1ccc2oc(-c3cccc(NC(=O)Cc4cccs4)c3)nc2c1	12	i	i	-1	-2
39	CC(CCc1ccccc1)N1CCN(C)CC1 (configuration not stated)	-1	i	i	-6	0
40	COC(=O)c1ccc(NS(=O)(=O)c2ccc(OC)cc2)cc1	-10	i	i	-4	5

No.	MT1-MMP act inh	SKN-1 block	CSN inh	NadD block
33	1	3	-12	-5
34	11	1	0	2
35	3	0	-5	-1
36	1	6	5	-4
37	-3	1	2	0
38	6	13	4	-7
39	2	0	0	-9
40	8	-3	1	-1

# (more compounds)
No.	compound	PABP1 MLLE inh	Neddyl block	Rpn11 inh	FAS-TE inh	Rin1-Abl PPI inh
41	COc1ccc([C@@H]2[C@@H](C(=O)C(C)(C)C)N3N=Cc4ccccc4[C@@H]3C23C(=O)OC(C)(C)OC3=O)cc1OC	5	i	i	-1	-2
42	COc1ccc(CN(C2CCCC2)S(=O)(=O)c2ccc(-n3cnnn3)cc2)cc1OC	3	i	i	11	5
43	CC(C)CCNC(=O)C(=O)NCC1OCCCN1S(=O)(=O)c1cccs1 (configuration not stated)	-8	i	i	-2	2
44	COC(=O)C(C)(C)ONC(=O)Nc1ccc(Br)cc1	13	i	i	1	2
45	COc1cc(CCNC(=O)c2cnn3ccccc23)cc(OC)c1OC	-8	i	i	-5	-1
46	Cc1nn(-c2ccccc2)c(CC(C)(C)C(=O)O)c1C(=O)O	-12	i	i	-6	-1
47	O=C(O)/C=C/C(=O)Nc1ccccc1-c1ccccc1	16	i	i	-10	-1
48	COCCN(C(=O)CC1CCCCC1)c1c(N)n(CC(C)C)c(=O)[nH]c1=O	3	i	i	-5	1

No.	MT1-MMP act inh	SKN-1 block	CSN inh	NadD block
41	-4	11	-5	0
42	2	-8	5	-7
43	-1	10	-5	0
44	1	6	2	-2
45	-4	-14	-1	-3
46	3	-31	3	-1
47	-2	11	4	-1
48	5	-10	1	-1

# Continuation:
No.	compound	PABP1 MLLE inh	Neddyl block	Rpn11 inh	FAS-TE inh	Rin1-Abl PPI inh
49	COc1cccc(Nc2nc(N)c([N+](=O)[O-])c(N3CCOCC3)n2)c1	5	i	i	2	1
50	Cc1ccc(NC(=O)N2CCC(=O)N2)cc1	23	i	i	-6	-1
51	CCOC(=O)/C(C)=N/Nc1nc(-c2ccc(NC(C)=O)cc2)cs1	28	i	i	4	-3
52	CCOC(=O)c1cc(C)n(CCc2ccccc2)c1C	-9	i	i	8	1
53	C/C(=N\NC(=O)c1c(Cl)c(C)nn1C)c1ccc(NC(=O)c2ccncc2)cc1	5	i	i	-7	-1
54	C#CCOCCOCCOCCNc1nc(N2CCN(C(=O)[C@H]([C@@H](C)CC)n3cc(CCCN=C(N)N)nn3)CC2)nc(N2CCN(C(=O)[C@H]([C@@H](C)CC)n3cc(CCC(=O)O)nn3)CC2)n1	8	i	i	-12	-1
55	COc1ccc(NC(=O)C2(c3ccc(NC(=O)c4ccc(C)cc4)cc3)CCCC2)cc1	-12	.	i	-7	-2
56	O=C(Nc1nnc(SCc2ccccc2)s1)c1cccc([N+](=O)[O-])c1	-1	i	i	28	-1

No.	MT1-MMP act inh	SKN-1 block	CSN inh	NadD block
49	3	10	-2	2
50	3	3	1	-1
51	6	3	-1	-4
52	-2	5	1	-1
53	1	-7	1	1
54	0	5	-5	0
55	0	17	4	0
56	-1	3	-15	-1

# New compounds follow
No.	compound	PABP1 MLLE inh	Neddyl block	Rpn11 inh	FAS-TE inh	Rin1-Abl PPI inh
57	O=C(Nc1cccc(S(=O)(=O)N2CCOCC2)c1)c1cccc(S(=O)(=O)N2CCCCC2)c1	-15	i	i	12	1
58	CCOC(=O)C1=C(COC(=O)CCOc2cccc(C)c2)NC(=O)NC1C (configuration not stated)	18	i	i	-6	-1
59	COCCCNC(=S)N(CCCO)Cc1cc2cc3c(cc2[nH]c1=O)OCCO3	-73	i	i	-3	1
60	FC(F)(F)c1ccc(-c2n[nH]c(=S)o2)nc1	-135	i	i	-6	0
61	COc1cccc(/C=C/C(=O)OCC(=O)c2ccc(Br)cc2)c1	7	i	i	0	-1

No.	MT1-MMP act inh	SKN-1 block	CSN inh	NadD block
57	3	3	3	1
58	8	17	-2	-9
59	-2	0	1	-5
60	-2	-1	1	1
61	2	-3	3	-7

# High-throughput results: PubChem, several laboratories
